# Eya2 phos inh = qHTS Assay for Inhibitors of the Phosphatase Activity of Eya2; Protein phosphatase EYA2 (Homo sapiens), O00167; recombinant Eya2, OMFP fluorescence dephosphorylation (OMFP is methylfluorescein phosphate); Potency, µM (highest dose often 76.9 µM), inactives show at the top dose activity, negative = inhibition, hits mostly inhibitors; 0.006% of 330,000 active; AID 488837, 2010; also: potency is read from the fitted curve at half-maximal effect; % is scaled to controls: 0 for no effect and ±100 for the full control effect
# Target sequence (O00167 whole entry, looked up): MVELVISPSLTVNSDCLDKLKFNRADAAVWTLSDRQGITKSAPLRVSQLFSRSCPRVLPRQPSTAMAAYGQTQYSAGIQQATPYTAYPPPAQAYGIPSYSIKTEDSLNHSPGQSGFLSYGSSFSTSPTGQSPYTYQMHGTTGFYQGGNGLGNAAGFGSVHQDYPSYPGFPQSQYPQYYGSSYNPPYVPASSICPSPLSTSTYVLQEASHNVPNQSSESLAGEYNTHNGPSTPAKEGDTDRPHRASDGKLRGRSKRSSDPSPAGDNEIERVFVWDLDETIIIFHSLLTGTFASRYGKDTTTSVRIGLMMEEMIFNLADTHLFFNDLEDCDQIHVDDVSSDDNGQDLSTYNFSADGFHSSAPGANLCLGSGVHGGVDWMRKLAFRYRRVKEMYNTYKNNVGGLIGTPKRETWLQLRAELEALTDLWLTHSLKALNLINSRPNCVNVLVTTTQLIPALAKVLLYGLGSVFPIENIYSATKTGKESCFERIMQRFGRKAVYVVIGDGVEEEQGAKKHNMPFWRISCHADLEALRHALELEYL
#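 Eya2 (0.2 uM) preincubated 10 min at ambient with compound, then OMFP substrate added at 50 uM; 10 min reaction in 50 mM HEPES pH 7.5, 50 mM NaCl, 5 uM MgCl2, 0.05% BSA, 1 mM DTT. Fluorescence read at Ex 485/Em 525 nm.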
# PKM2 activator = qHTS Assay for Activators of Human Muscle isoform 2 Pyruvate Kinase; purified PKM2, Kinase-Glo ATP luminescence, activation; response scale: 0% is enzyme alone, no compound; AID 1631, 2009; Potency, µM (series often up to 57.5 µM), inactives show top-dose activation, most hits filed as activators; 0.34% of 260,000 active; Pyruvate kinase PKM (Homo sapiens), P14618; also: potency is read from the fitted curve at half-maximal effect; % is scaled to controls: 0 for no effect and ±100 for the full control effect; nearly all actives have a fitted effect of over 55% in size
#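 Purified hPK-M2 (>95%) run at intermediate activity with 0.1 mM ADP and 0.5 mM PEP in 50 mM imidazole pH 7.2, KCl, MgCl2; 1 h room temperature. ATP formed read by Kinase-Glo luminescence; normalized to uninhibited and no-enzyme controls.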
# S-ASM inh = Inhibitors of Secretory Acid Sphingomyelinase (S-ASM): qHTS. Sphingomyelin phosphodiesterase (Homo sapiens), P17405. placental ASM, HMU-PC fluorogenic substrate, 60 min. Potency, µM (series often up to 57.5 µM), inactives show top-dose activity change, negative = inhibition, hits mostly inhibitors. 0.006% of 340,000 active. AID 504937, 2011; also: potency is read from the fitted curve at half-maximal effect
#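 Human placenta-derived ASM enzyme was preincubated with compound for 10 minutes at room temperature, then given fluorogenic substrate HMU-PC0 (9 uM final) for 60 minutes at 37 °C; a pH 10 stop preceded fluorescence reading at Ex 386/Em 447 nm.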
# Mito fusion act = qHTS Assay for Small Molecule Inhibitors of Mitochondrial Division or Activators of Mitochondrial Fusion. S. cerevisiae fusion-defective mutant growth rescue, CellTiterGlo 48 h. Potency, µM (highest dose often 46.1 µM), inactives show at the top dose growth rescue (activation), actives largely listed as activators. 0.23% of 320,000 active;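 also: potency is read from the fitted curve at half-maximal effect; % of control where 0% means no effect; nearly all actives have a fitted effect of over 45% in size; temperature-sensitive fusion mutants such as fzo1-1 at 37 °C on non-fermentable ethanol glycerol medium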
#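 Growth-rescue viability read-out: after 48 h at the non-permissive 37C in glycerol/ethanol YPEG, yeast mitochondrial fusion mutants are measured by CellTiterGlo luminescence; compounds (23 nl pinned per well) restoring growth score as division inhibitors or fusion activators.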
# GALK inhibitor = qHTS Assay for Inhibitors of Human Galactokinase (GALK); Purified GALK, Kinase-Glo residual ATP luminescence; P51570; Potency, µM (top dose mostly 57.5 µM), inactives show at the top dose activity change, negative = inhibition, most hits filed as inhibitors; 0.007% of 270,000 active; AID 1868, 2009; also: potency is read from the fitted curve at half-maximal effect; % is scaled to controls: 0 for no effect and ±100 for the full control effect
#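 Quantitative HTS: GALK 5 nM, ATP 35 uM, galactose 100 uM, 1 h room temperature, then luciferase-based ATP detection.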
# Menin-MLL TR inh = qHTS Assay for Inhibitors Targeting the Menin-MLL Interaction in MLL Related Leukemias: Competition With Texas Red Labeled MLL-derived Mutant Peptide; 0.23% of 270,000 active; O00255; Potency, µM (doses to about 61.6 µM), inactives show top-dose FP activity change, negative = inhibition, most hits filed as inhibitors; Menin + Texas Red MLL mutant peptide, fluorescence polarization; AID 1768, 2009; active = well fitted inhibition curve with a large enough effect in the polarisation, with a control signal flat, not every such curve was filed as active; inconclusive = small, poorly fitted or top-dose-only effect, or effect the other way, or a change in a side signal; inactive = no such curve, though single readings can be large or run the other way; the % refers to the polarisation; also: potency is read from the fitted curve at half-maximal effect; % of control where 0% means no effect; many of its hits are not listed in these tables
# TSHR antagonist = Antagonists of the Thyroid Stimulating Hormone Receptor: HTS campaign | AID 504810, 2011 | activity change, negative = inhibition, % at 11.5 µM | Thyrotropin receptor (Homo sapiens), P16473 | 0.2% of 330,000 active | TSHR-expressing cells, TSH-stimulated cAMP HTRF, 2 h; stronger effect = lower value;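 active = activity change below a set negative limit, meaning inhibition stronger than a set level, cut at about -70% in these data; inconclusive = activity change between two set negative limits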; also: % is scaled to controls: 0 for no effect and ±100 for the full control effect
#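 Cell-based HTRF cAMP assay; TSHR cells + compound, TSH EC80 (4nM final), 2 h, 37 deg C. Lysis with anti-cAMP cryptate and cAMP-d2, 30 min RT, read 665/620 nm.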
# MBNL1 CUG block = qHTS Assay for Inhibitors of MBNL1-poly(CUG) RNA binding. Muscleblind-like protein 1 (Homo sapiens), Q9NR56. Potency, µM (top dose mostly 57.5 µM), inactives show at the top dose activity change, negative = inhibition, hits mostly inhibitors. 0.036% of 280,000 active. TR-FRET MBNL1-His/biotin-(CUG)12 binding, 665/545 ratio; active = well fitted inhibition curve with a large enough effect in the signal ratio, with a control signal flat, not every such curve was filed as active; inconclusive = small, poorly fitted or top-dose-only effect, or effect the other way, or a change in a side signal; inactive = no such curve, though single readings can be large or run the other way; the % refers to the signal ratio; also: potency is read from the fitted curve at half-maximal effect; % is scaled to controls: 0 for no effect and ±100 for the full control effect
# Target sequence (Q9NR56 whole entry, looked up): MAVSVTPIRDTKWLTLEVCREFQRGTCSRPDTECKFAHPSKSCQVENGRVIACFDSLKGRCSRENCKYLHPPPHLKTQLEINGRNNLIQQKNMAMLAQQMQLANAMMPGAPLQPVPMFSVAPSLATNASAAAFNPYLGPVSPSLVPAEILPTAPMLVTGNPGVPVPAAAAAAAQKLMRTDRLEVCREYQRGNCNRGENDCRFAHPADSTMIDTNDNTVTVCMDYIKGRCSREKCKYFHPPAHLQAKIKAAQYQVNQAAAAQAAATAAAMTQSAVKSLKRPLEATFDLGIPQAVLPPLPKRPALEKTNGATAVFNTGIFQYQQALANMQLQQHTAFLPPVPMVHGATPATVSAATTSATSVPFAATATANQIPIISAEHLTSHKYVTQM
#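 Compounds (final 92 nM to 58 uM) are added to His-tagged MBNL1 and biotin-(CUG)12, then terbium anti-His antibody and streptavidin-XL665 (5 nM final). After 60 min at room temperature, the 665/545 nm ratio is read.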
# Chronic BCR inh = qHTS Assay to Find Inhibitors of Chronic Active B-Cell Receptor Signaling; 0.05% of 340,000 active; ABC-DLBCL IkBa-CBG/CBR reporter, luminescence ratio, 4 h; Potency, µM (titrated, usually from 46.1 µM), for inactives: at the top dose ratio change, negative = lower green/red ratio, hits mostly inhibitors; active = well fitted inhibition curve with a large enough effect in the signal ratio, with a control signal flat, not every such curve was filed as active; inconclusive = small, poorly fitted or top-dose-only effect, or effect the other way, or a change in a side signal; the % refers to the signal ratio;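 also: potency is read from the fitted curve at half-maximal effect; plate controls were basal doxycycline-induced cells for no effect and cells given 10 µM MG132 for full effect; MG132 reads +100%, hits lower the ratio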
#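 Doxycycline induced both beetle luciferases in TMD8 lymphoma cells; IKK-driven degradation limits the IkappaBalpha-fused green signal, while red luminescence normalises for cell number and nonspecific effects. Compounds tested up to 46 uM, 4 hrs.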
# KCNH2 WT inh = qHTS for Inhibitors of KCHN2 3.1: Wildtype qHTS. activity change, % at 1.84 µM. U2OS, BacMam KCNH2, thallium flux FluxOr; stronger effect = lower value. 0.37% of 340,000 active. Voltage-gated inwardly rectifying potassium channel KCNH2 (Homo sapiens), Q12809;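 active = maximum activity change below -70%; inconclusive = maximum activity change between -70% and -50%; inactive = maximum activity change above -50%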; also: % is scaled to controls: 0 for no effect and ±100 for the full control effect
#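 U2OS cells transduced with wild-type KCNH2 virus are loaded with FluxOr dye for 45 min, and thallium flux is measured in kinetic reads before and after stimulation buffer. Rate constants are normalized to DMSO controls.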
# USP2a inh = qHTS Assay for Inhibitors of Ubiquitin-specific Protease USP2a Using CHOP2 as the Reporter. Ubiquitin carboxyl-terminal hydrolase 2 (Homo sapiens), O75604. USP2 core, Ub-CHOP2 coupled fluorogenic reporter, 485/531. Potency, µM (doses to about 38.3 µM), inactives show top-dose activity change, negative = inhibition, hits mostly inhibitors. 0.01% of 330,000 active;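 also: potency is read from the fitted curve at half-maximal effect; plate controls were DMSO wells for no effect and full inhibition by NEM control for full effect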
#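 USP2 core (10nM final) preincubated 30min RT with compound in 20mM Tris-HCl pH 8.0, 2mM CaCl2, 2mM beta-mercaptoethanol, 0.05% CHAPS; 25nM Ub-CHOP2 plus 25nM reporter substrate added, fluorescence (Ex485/Em531) read after 60min.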
# Starred values were filed as active, the others as inactive; ? = inconclusive; nt = not tested or not shown; [ ] = dose if it differs, or a comment. Unless noted, calls follow the shape of the dose curve; as a rule, active = well fitted curve in the direction sought with a large enough effect; inconclusive = small, poorly fitted or top-dose-only effect, or another doubt; inactive = no such curve, though single readings can be large; an effect the other way counts as inactive or inconclusive. Some of the compounds tested, so the mix of outcomes need not match the whole.
SMILES,Eya2 phos inh,PKM2 activator,S-ASM inh,Mito fusion act,GALK inhibitor,Menin-MLL TR inh,TSHR antagonist,MBNL1 CUG block,Chronic BCR inh,KCNH2 WT inh,USP2a inh
CCOc1ccccc1C(=O)Nc1cccc(-c2ccc3nncn3n2)c1,12%,0%,-2%,?,1%,-1%,-16,?,-1%,-8,-1%
O=C(CCCSc1nc2ccccc2[nH]1)NCc1ccccc1F,-16%,3%,-1%,-3%,1%,12%,-12,nt,4%,-3,10%
COc1ccc2c(C)cc(=O)oc2c1C,1%[15.4 µM],-8%,16%,-5%,3%,-18%,47,2%,-1%,15,-4%
CCn1c(NCc2ccc(N(C)C)cc2)nc2ccccc21,15%,-11%,0%,-6%,4%,0%,1,-3%,0%,10,0%
Cc1ccccc1/C(N)=N/OC(=O)N1c2ccccc2Sc2ccccc21,-10%,20%,-4%,1%,-1%,27%,-3,9%,-27%,3,-5%
CCOC(=O)C1=C(C)N(c2ccc(C)cc2)C(=O)/C1=C\c1cccs1,-1%,-1%,-20%,1%,-1%,3%,5,-3%,6%,-14,2%
CCOc1c(Cl)cc(C(=O)NCCN2CCCCC2)cc1Cl,3%,6%,-3%,-4%,0%,16%,6,-2%,0%,23,5%
CCOC(=O)C1=C(COC(=O)/C=C/c2cccc(OC)c2OC)NC(=O)NC1C (stereo unspecified),-3%,1%,-2%,-1%,0%,-12%,0,19%,?,4,0%
Cc1cccc(NC(=O)CSc2nnc(NC(=O)C3CC3)s2)c1C,1%,4%,-2%,-5%,17%,?,1,-2%,-8%,2,-2%
N#Cc1cc(S(=O)(=O)c2ccccc2)c(N)[nH]c1=O,2%,-6%,25%,4%,1%,0%,12,-16%,?,3,1%
CCCCNC(=O)CC(NS(=O)(=O)c1ccc(C)cc1)c1ccco1 (stereo unspecified),12%,-20%,5%,0%,-2%,-1%,5,2%,-1%,-15,1%
Cc1cc(Cl)c2oc(C(=O)NC(C)c3ccncn3)c(C)c2c1 (stereo unspecified),-4%,nt,6%,14%,-2%,0%,16,-4%,0%,-3,2%
N#Cc1ccc(CC(C(=O)O)N2Cc3ccccc3C2=O)cc1 (stereo unspecified),-27%,nt,5%,9%,-1%,18%,13,4%,?,-6,5%
Cn1cc(CCC(=O)NC2CC(C)(C)Cc3c2cnn3-c2ccc(F)cc2)cn1 (stereo unspecified),-14%,-1%,7%,2%,-3%,-8%,2,-6%,-5%,2,-1%
Cc1ccc(-c2noc(C3CCCN(C(=O)c4ccc(F)cc4F)C3)n2)cc1 (stereo unspecified),-1%,1%,-7%,8%,0%,-16%,-14,-1%,4%,-5,2%
Cc1ccc(Nc2cc(C)c(O)c(C)c2)cc1,-10%,4%,-7%,-1%,-5%,?,27,-7%,3%,10,0%
CC(/C=N/Nc1nnc2c(n1)[nH]c1ccccc12)=C\c1ccco1,-1%,-9%,3%,1%,-2%,?,19,?,?,-1,-9%
Cc1c(S(=O)(=O)Nc2cc(Cl)ccc2Cl)c(=O)n(C)c(=O)n1C,-2%,13%,3%,0%,1%,10%,-4,5%,3%,-23,-3%
COc1ccc(CC(=O)NC2CCN(CC(=O)N3CCCc4ccccc43)CC2)cc1OC,10%,-1%,4%,1%,-1%,-2%,0,-2%,3%,30,-1%
COC(=O)c1nn(-c2ccccc2)c(=O)cc1Oc1ccc(Cl)cc1,2%,-2%,-1%,0%,-1%,-15%,-1,10%,-10%,6,-1%
Cc1ccc(-c2cc(C(=O)N3CCN(C4CCS(=O)(=O)C4)CC3)c3ccccc3n2)cc1 (stereo unspecified),15%,nt,2%,-4%,nt,nt,-9,nt,-6%,4,0%
Cc1ccc2c(COn3nnc4ccc(S(=O)(=O)N(C)C)cc43)cc(=O)oc2c1C,-1%,-2%,nt,0%,-2%,1%,0,21%,4%,nt,1%
O=C(Oc1ccnc2cc(Cl)ccc12)N1CCOCC1,17%,-9%,1%,-13%,1%,1%,7,-13%,-13%,3,-3%
CSc1ccc(Cl)c(C(=O)NC2CCCC2)c1,-6%,-5%,0%,-4%,0%,-24%,-1,-3%,0%,3,0%
Cc1nnc(SCC(=O)N2CCc3ccccc3C2)s1,20%,1%,6%,-1%,-2%,0%,-1,-1%,-2%,1,2%
COc1ccc(N/N=C(/C#N)S(=O)(=O)c2nsc(C)c2C#N)cc1,3%,-2%,-9%,0%,?,?,12,11%,-6%,-12,1%
O=C(COC(=O)CCc1ccc(S(=O)(=O)N2CCOCC2)cc1)Nc1ccccc1OC(F)F,-32%,nt,-3%,nt,nt,nt,-3,nt,2%,6,2%
Cc1ccnc(NS(=O)(=O)c2ccc(NC(=O)C3COc4ccccc4O3)cc2)n1 (stereo unspecified),19%,5%,5%,12%,-3%,13%,-2,-11%,0%,nt,9%
COc1ccc(/C=N/N2CCOCC2)cc1Cn1cc([N+](=O)[O-])cn1,4%,-4%,3%,6%,-2%,nt,6,9%,-8%,2,2%
COc1cccc(C(=O)Nc2nnc(S(=O)(=O)N(C)Cc3ccc(F)cc3)s2)c1,1%,nt,-1%,17%,-3%,?,-36,23%,8%,-1,5%
Cc1c(C)c2ccc(O[C@@H]3O[C@H](CO)[C@@H](O)[C@H](O)[C@H]3O)c(C)c2oc1=O,?,nt,0%,-10%,4%,-14%,12,-2%,-1%,-8,7%
C/C(=N\Nc1ccc(S(N)(=O)=O)cc1[N+](=O)[O-])c1cccs1,-16%,nt,-3%,-41%[inhibitor],0%,?,31,?,5%,9,2%
CCCNC(=O)C12CCC(C)(C(=O)C1Br)C2(C)C (stereo unspecified),0%,5%,0%,1%,2%,-3%,6,2%,2%,-1,3%
Cc1ccc(CNC(=O)COC(=O)c2cccc(S(=O)(=O)N3CCCCC3)c2)cc1,-17%,nt,-2%,-7%,nt,nt,4,nt,-1%,-9,4%
CCC(=O)N(Cc1cc(=O)[nH]c2ccccc12)c1ccccc1,-19%,4%,2%,1%,2%,nt,-1,42%[activator],-1%,-1,-3%
O=C1c2ccccc2/C(=C\c2ccc3[nH]ccc3c2)N1c1ccccc1,-14%,nt,21%,nt,nt,nt,4,nt,?,5,-2%
C/C(=N\NC(=O)c1cc(-c2ccc(C)s2)[nH]n1)c1ccco1,2%,-5%,-9%,6%,nt,-6%,10,-2%,-5%,nt,1%
COc1ccccc1CCc1nnc(CCC(=O)NCC(C)Oc2cccnc2)o1 (stereo unspecified),-24%,-5%,2%,2%,3%,-1%,-5,-2%,8%,20,0%
CCOc1ccccc1-n1ccn(CC(=O)Nc2ccc(Br)cc2F)c(=O)c1=O,4%,nt,-3%,-1%,nt,nt,2,nt,18%,10,1%
CC(=O)c1c(C)[nH]c(C(=O)OCC(=O)c2c(N)n(CC(C)C)c(=O)n(C)c2=O)c1C,2%,nt,-4%,-2%,nt,nt,-10,nt,1%,11,-1%
CC(C)(C)OC(=O)N1CCC(c2c(C(=O)N3CCN(C(=O)c4ccco4)CC3)cnn2-c2cccc(Cl)c2)CC1,-10%,nt,-3%,4%,-9%,-22%,7,5%,0%,9,0%
CC1CCCC(C)N1C(=O)Cn1c(=O)sc2ccccc21 (stereo unspecified),16%,-5%,0%,7%,-1%,-8%[11.7 µM],-4,-10%,0%,-2,4%
